tuberculosis growth: growth inhibition of non-replicating M. tuberculosis (AID 488890); Mycobacterium tuberculosis non-replicating, growth inhibition; higher % means a stronger effect; inhibition, % at 25 µM, or IC50 in µM where a hit was titrated; hit rate 0.39% among 320,000; in the data active means a potency from the dose series; inconclusive means inhibition mostly from about 82% at the one dose, without a potency; inactive means the rest, 99 in 100 with inhibition below about 76%;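 further: plate controls were DMSO cells for no effect and high antibiotic wells for full effect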
influenza NS1A: H1N1 influenza NS1A inhibitors, functional cell based assay (AID 504329); inhibition, % at 12.5 µM, or IC50 in µM where a hit was titrated; hit rate 0.3% among 340,000; NS1A functional cell-based assay, percent inhibition; higher % means a stronger effect; in the data active means a potency from the dose series; inconclusive means inhibition above about 27% without an active follow-up result; further: strong numbers were not always called active
VEEV TC-83 Vero: inhibitors of VEEV TC-83 cytopathic effect, confirmation, Vero cells (AID 588727); one-dose inhibition, % at 20 µM; IC50 in µM for titrated hits; hit rate 0.13% among 350,000; Vero cells, VEEV TC-83 cytopathic effect inhibition; higher % means a stronger effect; in the data active means a potency from the dose series; inconclusive means inhibition mostly from about 14% at the one dose, without a potency; inactive means the rest, 99 in 100 with inhibition below about 12%; further: strong numbers were not always called active
M. tuberculosis HTS: M. tuberculosis growth inhibition, HTS (AID 449762). M. tuberculosis H37Rv growth inhibition, 7H9 media; higher % means a stronger effect. inhibition, % at 25 µM, or IC50 in µM where a hit was titrated. hit rate 0.59% among 330,000; in the data active means a potency from the dose series; inconclusive means inhibition above about 70% without an active follow-up result;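 further: bacterial growth assessed after seven days of incubation; strong numbers were not always called active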
PhoP GFP inhibition: PhoP regulon inhibitors, Salmonella typhi PhoP promoter GFP reporter, confirmatory (AID 1850). Salmonella Typhi PhoP-promoter GFP reporter, fluorescence, 4 h; higher % means a stronger effect. inhibition, % at 50 µM; hits with a dose series show IC50 in µM. hit rate 0.33% among 310,000; in the data active means a potency from the dose series; inconclusive means inhibition mostly from about 25% at the one dose, without a potency; inactive means the rest, 99 in 100 with inhibition below about 19%;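 further: 0% = induced wells with vehicle and 100% = uninduced wells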
VEEV TC-83 Vero 10K pilot screen: recorded beside VEEV TC-83 Vero, whose call it bears; inhibition, %; measured here: 10K pilot screen inhibition
Starred values were filed as active, the others as inactive; i = inactive; ? = inconclusive; . = no result given; & = joins results of further samples.

SMILES | tuberculosis growth | influenza NS1A | VEEV TC-83 Vero | M. tuberculosis HTS | PhoP GFP inhibition | others
CCOc1ccccc1-c1nc(-c2ccc(NC(=O)Cc3ccccc3OC)cc2)no1 | 25% | 1% | 5.2% | 10% | -10%&2%
CCN(c1ccc(NC(=O)COC(=O)c2cccs2)cc1)C(C)C | 61% | 23% | 1.6% | -9% | -2%
O=C(CSCc1ccc(Cl)c(Cl)c1)Nc1c[nH]c(=O)[nH]c1=O | -18% | -4% | 1.5% | -27% | -10%
Cc1ccc(Oc2nn[nH]n2)cc1 | 7% | 2% | i | -5% | -1%
COc1cc(C(=O)NCc2cn3cccc(C)c3n2)cc(OC)c1OC | -11% | -4% | 0.5% | -3% | -8% | VEEV TC-83 Vero 10K pilot screen=0.5
CC(NC(=S)NNS(=O)(=O)c1ccc(C(C)(C)C)cc1)c1ccccc1 (stereo not drawn) | 6% | -7% | i | 1% | 0%
CCCN(CCC)C(=O)CC(c1ccccc1)c1ccco1 (stereo not drawn) | 13% | -14% | i | -1% | -7%
Cc1c(CCC(=O)O)c(=O)oc2cc3occ(-c4ccc(F)cc4)c3cc12 | 41% | 13% | 7.5% | 8% | -6%
Cc1ccccc1OCC(O)CN1CCN(CCN2C(=O)c3cccc4cccc(c34)C2=O)CC1 (stereo not drawn) | ? | -6% | 4.0% | ? | -3%
O=C(COc1ccc(Br)cc1)Nc1cc(S(=O)(=O)N2CCCCC2)ccc1N1CCCCC1 | 8% | -7% | i | -7% | -2%
COc1ccc(C(=O)NCC(=O)NCc2ccncc2)cc1 | -10% | 0% | 0.6% | 2% | .
NC(=O)CC1SC(N)=NC1=O (stereo not drawn) | -6% | 0% | i | -9% | -1%
Nc1cc(OC(=O)c2cccs2)nn1S(=O)(=O)c1ccccc1 | -7% | 6% | 0.8% | 1% | 10%
COc1cc(NC(=O)c2cc(C)no2)cc(OC)c1OC | -13% | -6% | 0.6% | -12% | 7%
COc1ccc(C2=NS(=O)(=O)N(C)C(C(=O)NC3CCCCC3)=C2)cc1 | 28% | 16% | i | -5% | -1% | VEEV TC-83 Vero 10K pilot screen=0.0
O=S(=O)(Cc1ccccc1)Nc1ccc(S(=O)(=O)NCC2CCCO2)cc1 (stereo not drawn) | -4% | -17% | 0.3% | 1% | -13%
Cc1ccc(N2C(=O)c3ccccc3C2Nc2ccc(S(=O)(=O)N3CCOCC3)cc2)nc1 (stereo not drawn) | 4% | 8% | 6.6% | -14% | 11%
COc1ccc(NC(=O)CSc2nc3c(c(=O)n2-c2ccccc2OC)SCC3)cc1 | 2% | 6% | 2.5% | -9% | -8% | VEEV TC-83 Vero 10K pilot screen=1.2
COc1cccc(C(=O)Nc2ccc(N3CCN(S(C)(=O)=O)CC3)cc2)c1 | -9% | -3% | 1.3% | -11% | -12%
Cc1cccc(C(=O)NC2CC3CCCC(C2)N3Cc2ccccc2)c1 (stereo not drawn) | 3% | 10% | i | -4% | 1%
Cc1cc(C)nc(SC(C)CNS(=O)(=O)c2ccccc2)n1 (stereo not drawn) | -19% | 5% | 0.1% | -6% | -2%
COc1ccc(C)cc1-n1nnnc1SCc1nc2ccccc2c(=O)[nH]1 | 4% | -4% | 0.9% | -1% | -18%
CN(c1ccc(Br)cc1)S(=O)(=O)c1ccc2[nH]cc(C(=O)NCCN3CCOCC3)c(=O)c2c1 | 19% | 7% | 3.4% | -1% | -2%
COc1ccc(NC(C)=O)cc1S(=O)(=O)Nc1ccccc1C(=O)NCCc1ccccc1 | 4% | 6% | 0.4% | -4% | 2%
CN(C)S(=O)(=O)c1cc(NC(=O)c2cc(=O)c3ccccc3o2)ccc1Cl | 22% | 5% | 8.1% | 2% | 6%
COc1c(Cl)cnn(-c2ccccc2)c1=O | 31% | -1% | 1.7% | 7% | -6%
CCN(C(=O)Cc1cccs1)c1nnc(-c2cc(OC)c(OC)c(OC)c2)s1 | 24% | 9% | i | -5% | 3%
O=C(CSc1nc2ccccc2[nH]1)N1CCCCC1 | . | -11% | 2.9% | . | -5%
Cc1ccc(F)cc1NCC(=O)Nc1ccc(Cl)cc1F | 28% | -8% | 1.3% | 2% | 10%
O=S(=O)(NCc1ccc(F)cc1)c1cc(Br)ccc1Br | 10% | 5% | 0.5% | 0% | .
Cc1ccc(N(Cc2ccco2)C(=O)c2cccc(S(=O)(=O)N(C)C)c2)cc1 | 12% | -17% | 5.9% | -6% | 4%
COC(=O)[C@H](CCSC)NC(=O)c1cc2c(cn1)[nH]c1ccccc12 | ? | -18% | 1.0% | ? | -12%
C[C@]12c3[nH]c4cc(-c5ccco5)ccc4c3CCN1C(=O)[C@@H](CC(=O)NCCCn1ccnc1)C[C@@H]2C(=O)N1CCOCC1 | . | -6% | i | . | .
COc1ccc(Oc2nnc(-c3ccccc3)cc2C#N)cc1 | -18% | -63% | 0.1% | -7% | 4%
COc1ccc(-n2nc(C)c3onc(C)c3c2=O)cc1 | -5% | . | i | 3% | 4%
O=S(=O)(c1cccc(F)c1)N1CCN(c2ncnc3scc(-c4ccc(F)cc4)c23)CC1 | -5% | 1% | 6.7% | -3% | 8%
COC(=O)c1ccc(OCc2cc(=O)n3ccsc3n2)cc1 | -14% | 3% | i | 5% | -7%
Cc1ccccc1CNC(=O)C(=O)NCC1OCCCN1S(=O)(=O)c1cccs1 (stereo not drawn) | 6% | 12% | 4.1% | -10% | 4%
CCN1CCN(CCOc2ccc(Cl)cc2)CC1 | -7% | -6% | 0.2% | -4% | 0%
CC(=O)Nc1ccc(S(=O)(=O)N(C)CC(=O)OC(C)C(=O)N(C)C2CCCCC2)cc1 (stereo not drawn) | -7% | 1% | i | -12% | -3%

Sorted by length of the SMILES (low to high): some entries from above
SMILES | tuberculosis growth | influenza NS1A | VEEV TC-83 Vero | M. tuberculosis HTS | PhoP GFP inhibition | others
NC(=O)CC1SC(N)=NC1=O (stereo not drawn) | -6% | 0% | i | -9% | -1%
CCN1CCN(CCOc2ccc(Cl)cc2)CC1 | -7% | -6% | 0.2% | -4% | 0%
O=C(CSc1nc2ccccc2[nH]1)N1CCCCC1 | . | -11% | 2.9% | . | -5%
CCCN(CCC)C(=O)CC(c1ccccc1)c1ccco1 (stereo not drawn) | 13% | -14% | i | -1% | -7%
COc1cc(NC(=O)c2cc(C)no2)cc(OC)c1OC | -13% | -6% | 0.6% | -12% | 7%
COc1ccc(Oc2nnc(-c3ccccc3)cc2C#N)cc1 | -18% | -63% | 0.1% | -7% | 4%
COC(=O)c1ccc(OCc2cc(=O)n3ccsc3n2)cc1 | -14% | 3% | i | 5% | -7%
Cc1cc(C)nc(SC(C)CNS(=O)(=O)c2ccccc2)n1 (stereo not drawn) | -19% | 5% | 0.1% | -6% | -2%
Cc1cccc(C(=O)NC2CC3CCCC(C2)N3Cc2ccccc2)c1 (stereo not drawn) | 3% | 10% | i | -4% | 1%
COc1ccc(C)cc1-n1nnnc1SCc1nc2ccccc2c(=O)[nH]1 | 4% | -4% | 0.9% | -1% | -18%
O=C(CSCc1ccc(Cl)c(Cl)c1)Nc1c[nH]c(=O)[nH]c1=O | -18% | -4% | 1.5% | -27% | -10%
Cc1ccccc1CNC(=O)C(=O)NCC1OCCCN1S(=O)(=O)c1cccs1 (stereo not drawn) | 6% | 12% | 4.1% | -10% | 4%
COc1cccc(C(=O)Nc2ccc(N3CCN(S(C)(=O)=O)CC3)cc2)c1 | -9% | -3% | 1.3% | -11% | -12%
CCOc1ccccc1-c1nc(-c2ccc(NC(=O)Cc3ccccc3OC)cc2)no1 | 25% | 1% | 5.2% | 10% | -10%&2%
Cc1ccc(N(Cc2ccco2)C(=O)c2cccc(S(=O)(=O)N(C)C)c2)cc1 | 12% | -17% | 5.9% | -6% | 4%
Cc1ccccc1OCC(O)CN1CCN(CCN2C(=O)c3cccc4cccc(c34)C2=O)CC1 (stereo not drawn) | ? | -6% | 4.0% | ? | -3%
Cc1ccc(N2C(=O)c3ccccc3C2Nc2ccc(S(=O)(=O)N3CCOCC3)cc2)nc1 (stereo not drawn) | 4% | 8% | 6.6% | -14% | 11%
O=S(=O)(c1cccc(F)c1)N1CCN(c2ncnc3scc(-c4ccc(F)cc4)c23)CC1 | -5% | 1% | 6.7% | -3% | 8%
CC(=O)Nc1ccc(S(=O)(=O)N(C)CC(=O)OC(C)C(=O)N(C)C2CCCCC2)cc1 (stereo not drawn) | -7% | 1% | i | -12% | -3%

Additional entries follow.
SMILES | tuberculosis growth | influenza NS1A | VEEV TC-83 Vero | M. tuberculosis HTS | PhoP GFP inhibition | others
CN(C)c1ccc(CNC(=O)CCS(=O)(=O)c2ccc3c(c2)oc(=O)n3C)cc1 | -6% | -16% | 4.4% | 4% | -5%
CC(=O)Nc1cccc(OCC(=O)NC(C)c2ccc3ccccc3c2)c1 (stereo not drawn) | 5% | 1% | 1.1% | 13% | -3%
COc1ccc(C2=NOC(Cn3nc(-c4ccccc4)cc3C(=O)NCc3cccc(C(F)(F)F)c3)C2)cc1 (stereo not drawn) | -7% | -11% | i | 8% | .
[O-]/C(=C(\C(=S)Nc1ccc(SC(F)F)cc1)[n+]1ccccc1)c1ccc(Cl)cc1Cl | 12% | -18% | 3.7% | 66% | 6%
COc1ccc(N2CCN(CCCNC(=O)CN3CCN(Cc4ccccc4C)C3=O)CC2)cc1 | 23% | 28% | i | -6% | 1% | VEEV TC-83 Vero 10K pilot screen=0.0
COc1ccc(C(=O)NC2CCSc3ccccc32)cc1 (stereo not drawn) | 37% | 27% | 1.1% | 4% | -4%
CCOC(=O)C1CCCN(CCC(=O)Nc2cc(C)cc(C)c2)C1 (stereo not drawn) | 25% | -15% | 0.6% | 12% | -17%
COc1ccccc1C(OC(=O)c1ccco1)C(=O)NC(C)(C)C (stereo not drawn) | 13% | -6% | 3.9% | 3% | -5%
COc1ccc(C(=O)NC(CO)c2nnc(SCc3ccc(Cl)c(Cl)c3)n2C)cc1 (stereo not drawn) | 39% | -1% | 0.2% | 5% | 2%
CS(=O)(=O)Nc1ccc2c(c1)ncn2CCc1ccccc1 | -7% | 5% | i | -5% | -2%
CSc1ncccc1C(=O)Nc1nccs1 | 11% | -16% | 1.7% | 1% | 16%
COc1ccc(Cc2c(O)[nH]c(=O)[nH]c2=O)c(OC)c1 | -24% | -1% | 0.1% | -12% | 9%
OCCNCc1cc(Br)ccc1OCc1ccccc1Cl | 35% | -9% | 0.9% | 14% | 7%
O=C(Nc1ccnn1C1CCN(Cc2cccc(F)c2F)CC1)C1CCCC1 | -3% | -2% | 1.3% | -4% | -5%
COc1ccc(/C=C/C(=O)NC(=S)Nc2ccc(S(N)(=O)=O)cc2)cc1 | 10% | -5% | i | 12% | 4%
O=C(/C=C/c1ccco1)OCC(=O)N1CCCCC1 | -6% | 0% | 4.7% | 2% | .
O=C(NN=C1CCCC1)c1ccc(O)cc1O | 9% | -1% | i | -8% | -12%
CNC(=O)c1cc2c(cn1)[nH]c1ccccc12 | 10% | -5% | 5.8% | 3% | 3%
COc1ccc(C(=O)CN2C(=O)C(C)(C)Oc3ccc(C(=O)N4CCCCCC4)cc32)cc1 | 13% | 16% | 2.9% | 2% | -1%
Cc1ccc(NC2OC(C(O)CO)C(O)C2O)cc1[N+](=O)[O-] (stereo not drawn) | 17% | -6% | i | ? | 0%
COc1ccccc1-c1nnc(SCC(=O)N2CC(C)CC(C)C2)o1 (stereo not drawn) | 14% | -2% | 5.3% | -8% | 0%
COc1ccc(Cc2nc3ccc(C(=O)N(C)C(C)c4ccon4)cc3o2)cc1 (stereo not drawn) | 21% | -9% | 4.6% | 4% | 1%
COc1ccc(S(=O)(=O)N2CCN(c3cnccn3)CC2)cc1 | 9% | -2% | 0.2% | 5% | .
COC(=O)COc1ccc(-c2nccc(-c3ccc(Br)cc3)n2)cc1 | ? | -9% | i | ? | -10%
Cc1ccccc1NC(=O)N1CCN(S(=O)(=O)c2ccccc2)CC1 | -19% | -3% | 1.6% | -15% | 5%
COC(=O)c1ccc(COc2ccc(-c3nnn(CC(=O)NC(C)(C)C)n3)cc2)cc1 | 37% | 0% | 1.1% | 11% | -1%
O=C(Cc1ccccc1[N+](=O)[O-])N1CCN(Cc2ccc3c(c2)OCO3)CC1 | 7% | . | 7.5% | 5% | 3%
O=C(c1ccccc1Oc1ccccc1)N1CCN(c2ccccc2)CC1 | 20% | -1% | 0.8% | 8% | -11%

Screening results as filed in PubChem BioAssay.
